# MCF10A rerep = inducers of DNA re-replication in MCF 10A breast cells | MCF 10A DNA re-replication, Hoechst nuclear intensity, 48 h | Potency, µM (doses to about 46.1 µM), inactives show at the highest dose activity, positive = re-replication, hits mostly activators | 350,000 tested, 2.9% active; note: potency is the fitted concentration of half-maximal effect; % of control where 0% means no effect; nearly all actives have a fitted effect of over 50% in size
# HepG2 viability = kills HepG2 cells in TGF-b inhibitor counter-screen. AID 588856. HepG2 CAGA-GFP viability, ATP luminescence, 18 h. Potency, µM (titrated, usually from 46.1 µM), inactives show at the top dose activity change, negative = cytotoxicity, most hits filed as cytotoxic. 410,000 tested, 0.76% active; note: potency is the fitted concentration of half-maximal effect; some results filed as inactive show a strong effect at the top dose
#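 CellTiter-Glo luminescence gave cytotoxicity after 18 hours at 37 degrees C. The cells were HepG2 CAGA-GFP in 1% FBS DMEM, stimulated with 500 pg/mL TGF-beta after compound addition. %Activity was normalised to no-cell wells (complete cell-killing) and DMSO (no toxicity), and curves were fitted and classified.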
# HT1080-NT tox = kills 2HG-producing HT-1080-NT fibrosarcoma cells. HT-1080-NT fibrosarcoma viability, CellTiter-Glo ATP luminescence, 48 h. Potency, µM (highest dose often 46.1 µM), without a hit: at the top dose activity, negative = less viability, actives largely listed as cytotoxic. 360,000 tested, 1.6% active;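 note: NT is the 2HG producing partner of a matched IDH1 knockdown line; potency is the fitted concentration of half-maximal effect; 0% = DMSO-treated cells and -100% = media-only wells without cells; nearly all actives have a fitted effect of over 55% in size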
#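 Viability by CellTiter-Glo luminescence after 48 h compound exposure at 37C of HT-1080-NT cells (750/well, RPMI, 5% FBS). % activity scaled between DMSO wells and medium-only wells, then curve-fitted and categorized by curve class.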
# ATXN2 expr inh = reduces ATXN2 reporter expression in HEK-293 cells | HEK-293 ATXN2-luciferase reporter, luminescence, 24 h | Potency, µM (top dose mostly 57 µM), for the others: top-dose activity change, negative = inhibition, actives largely listed as inhibitors | 360,000 tested, 0.72% active | AID 1745845; note: potency is the fitted concentration of half-maximal effect; % is set by controls: 0 for no effect and ±100 for the full control effect; nearly all actives have a fitted effect of over 55% in size
#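 qHTS (up to 57 uM final) was run with 24 h compound exposure of reporter cells at 37 °C. Each well was multiplexed: SteadyGlo luminescence measured ATXN2-luciferase expression after a fluorogenic Gly-Phe-AFC viability readout (25 uM final).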
# IL-1B inflam inh = blocks inflammasome-driven IL-1 beta release; 360,000 tested, 4.7% active; THP-1 LPS/ATP IL-1B secretion, AlphaLISA, 16 h; active compounds read low; activity change, % at 57.5 µM; AID 743279; in the data active = activity change below about -50%; inconclusive = mostly about -30% to -49%; note: % is set by controls: 0 for no effect and ±100 for the full control effect
#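 THP-1 cells pretreated 1 hr with compounds (up to 57.5 uM final), then stimulated with LPS (250 ng/mL final) plus ATP (1.25 mM final); secreted IL-1B measured by AlphaLISA after 16 hr, decreased signal indicating inhibition.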
# KB-3-1 cytotox = KB-3-1 parental cell cytotoxicity; KB-3-1 viability, CellTiter-Glo ATP luminescence, 72 h; 400,000 tested, 1.4% active; Potency, µM (doses to about 46.1 µM), inactives show top-dose activity change, negative = cytotoxic, hits mostly cytotoxic; AID 1347075; note: potency is the fitted concentration of half-maximal effect; % is set by controls: 0 for no effect and ±100 for the full control effect; nearly all actives have a fitted effect of over 60% in size
#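 Multi-concentration cytotoxicity screen in KB-3-1 cells grown in DMEM lacking phenol red with 10% FBS. After 72 h at 37 °C with compound, ATP-dependent luminescence was recorded.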
# SW480 rerep = induces DNA re-replication in SW480 colon adenocarcinoma cells | SW480 DNA re-replication, Hoechst DNA content imaging, 48 h | Potency, µM (highest dose often 46.1 µM), inactives show at the highest dose re-replication activation, usual class: activators | AID 624297 | 340,000 tested, 1.8% active; note: potency is the fitted concentration of half-maximal effect; % of control where 0% means no effect; nearly all actives have a fitted effect of over 55% in size
#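 Image-based DNA-content assay: after two days of treatment, nuclei were labelled with the DNA dye Hoechst and imaged, and hits were compounds raising the count of nuclei showing high fluorescence intensity.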
# HT1080 IDH1KD tx = kills HT-1080 cells with IDH1 knockdown | 360,000 tested, 2% active | HT-1080 IDH1 knockdown viability, ATP luminescence, 48 h | Potency, µM (doses to about 46.1 µM), for inactives: top-dose activity, negative = toxicity, usual class: cytotoxic;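 note: potency is the fitted concentration of half-maximal effect; 0% = DMSO wells and -100% = cell-free medium wells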
#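 Knockdown cells (IDH1KD HT-1080) received compounds 2 h after plating at 750 cells/well and were kept 48 h at 37 °C in 5% FBS RPMI. A CellTiter-Glo luminescence read gave % activity for curve fitting.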
# S2 tox = cell viability loss in ATXN counter-screen | 400,000 tested, 0.49% active | S2 cells (HEK-293 line with an ATXN2-luciferase reporter) viability, CellTiter-Fluor protease fluorescence, 24 h | Potency, µM (top dose mostly 56.7 µM), most hits filed as cytotoxic; note: potency is the fitted concentration of half-maximal effect; nearly all actives have a fitted effect of over 40% in size
# An asterisk follows results filed as active; i = inactive; ? = inconclusive; / = not tested or not shown; & = joins results of further samples; [ ] = another dose, or the depositor's remark. Unless noted, calls come from the whole dose curve; as a rule, active = well fitted curve in the direction sought with a large enough effect; inconclusive = small, poorly fitted or top-dose-only effect, or another doubt; inactive = no such curve, though single readings can be large; an effect the other way counts as inactive or inconclusive.
SMILES,MCF10A rerep,HepG2 viability,HT1080-NT tox,ATXN2 expr inh,IL-1B inflam inh,KB-3-1 cytotox,SW480 rerep,HT1080 IDH1KD tx,S2 tox
Cc1ccc(C(=O)C(NC(=O)c2ccco2)N2CCOCC2)cc1 (stereo unspecified),23%,0%,12%,10%,7,9%,-1%,12%,i
O=C(c1ccc2ncsc2c1)N1CCCC(C(F)(F)F)C1 (stereo unspecified),-21%,10%,5%,1%,15,4%,?,3%,i
O=C(NCCNC(=O)c1ccccc1[N+](=O)[O-])c1ccccc1[N+](=O)[O-],3%,-1%,-2%,-10%,-24,6%,-1%,2%,i
O=C(Cn1cc(C(F)(F)F)cc(Cl)c1=O)NCc1ccc(Cl)cc1Cl,-20%,-1%,4%,8%,5,-21%,-11%,2%,i
c1ccc(C(NCCNC(c2ccccc2)c2ccccc2)c2ccccc2)cc1,?,-25%,-27%,-16%,-8,?,20%,-19%,i
Cc1ncc(CO)c(CO)c1OCC(O)CN1CCN(c2ccc(F)cc2)CC1 (stereo unspecified),/,-6%,9%,-3%,59,?,/,8%,i
Cc1oc(-c2ccccc2)nc1C(=O)N1CCN(c2ccc(F)cc2)CC1,1%,16%,2%,17%,23,9%,2%,-2%,i
Cc1cc2ccccc2c(=O)n1CC(=O)NCC(=O)N(C)C1CCCCC1,-1%,5%,13%,-4%,-6,0%,-4%,9%,i
N=C1SC(CC(=O)Nc2ccc([N+](=O)[O-])cc2)C(=O)N1c1ccccc1 (stereo unspecified),-2%,-6%,-21%,-37%,-73*,3%,-79%[inhibitor],?,i
CC(C)C[C@@H](CN)NC(=O)c1nc[nH]c1C(=O)N[C@@H](C)C(=O)CNC[C@H](CC(C)C)NC(=O)c1nc[nH]c1C(=O)N[C@@H](CC(=O)O)C(=O)O,-11%,9%,15%,3%,11,-6%,9%,6%,i
Cc1ccc(S(=O)(=O)N/N=C/c2cccc(OC3CSC3)c2)cc1,-5%,-10%,0%,1%,30,?,-5%,11%,i
Cc1cccc(C(=O)NC2CCN(CC(=O)Nc3cccc(Cl)c3)CC2)c1,/,-23%,-12%,/,?,-3%,/,-7%,i
Cc1occc1C(=O)NNC(=O)Nc1ccc(Cl)c(Cl)c1,3%,3%,-3%,-3%,-12,0%,-2%,-12%,/
N#Cc1ccc(CO/N=C/c2ccccc2)cc1,-1%,2%,22%,-20%,-6,2%,1%,24%,?
CC(C)(C)C(=O)O/N=C1\CCS(=O)(=O)c2sccc21,-2%,5%,-2%,-5%,8,24%,0%,4%,i

# An excerpt from above in order of the IL-1B inflam inh value, low to high:
canonical_smiles	IL-1B inflam inh	SW480 rerep
c1ccc(C(NCCNC(c2ccccc2)c2ccccc2)c2ccccc2)cc1	-8	20%
Cc1cc2ccccc2c(=O)n1CC(=O)NCC(=O)N(C)C1CCCCC1	-6	-4%
O=C(Cn1cc(C(F)(F)F)cc(Cl)c1=O)NCc1ccc(Cl)cc1Cl	5	-11%
Cc1ncc(CO)c(CO)c1OCC(O)CN1CCN(c2ccc(F)cc2)CC1 (stereo unspecified)	59	/

# The list continues:
SMILES,MCF10A rerep,HepG2 viability,HT1080-NT tox,ATXN2 expr inh,IL-1B inflam inh,KB-3-1 cytotox,SW480 rerep,HT1080 IDH1KD tx,S2 tox
CC1CCCCN1S(=O)(=O)c1ccc(-n2cnnn2)cc1 (stereo unspecified),1%,-11%,14%,-2%,3,21%,3%,5%,i
CC(C(=O)Nc1cc([N+](=O)[O-])ccc1Cl)N1CCN(c2ccccc2)CC1 (stereo unspecified),-5%,-3%,-4%,-15%,6,-6%,-1%,2%,i
Cc1ccccc1NC(=O)c1c(NC(=O)c2ccncc2)sc2c1CCC(C(C)(C)C)C2 (stereo unspecified),/,-34%,/,-1%,/,-14%,/,/,i
O=C(N/N=C/c1cccnc1)C1CCCN(S(=O)(=O)c2ccccc2)C1 (stereo unspecified),-3%,0%,9%,-7%,13,5%,-6%,8%,i
CCN(C(=O)COC(=O)c1c2c(nc3ccccc13)CCC2)c1c(N)n(Cc2ccccc2)c(=O)[nH]c1=O,5%,-1%,0%[9.24 µM],3%,?,6%,-11%,-5%,i
CCCCn1nnnc1SCC(=O)Nc1ccc(C)cc1,-2%,-19%,27%,4%,-17,8%,2%,17%,i
COC(=O)c1nc(NC(=O)c2ccc(F)cc2)n[nH]1,0%,9%,16%,-11%,22,17%,13%,11%,i
O=C(CSc1nnc(-c2ccco2)o1)NCC(=O)c1ccccc1,-2%,-65%,18%,-5%,10,-1%,-2%,7%,i
C[C@@H](O)CC#Cc1ccc2oc(=O)c(-n3cc(-c4ccsc4)nn3)cc2c1,3%,-8%,2%,-10%,12,7%,-13%[9.22 µM],0%,i
Cn1ncc(N=Cc2ccc([N+](=O)[O-])cc2)c1C(=O)N1CCOCC1,-2%,-46%,0%,1%,29,4%,0%,1%,i
CCc1ccc(NC(=O)C2CCC(CNC(=O)[C@@H]3Cc4ccccc4CN3)CC2)cc1 (stereo partly specified),-8%,-23%,?,/,-18,7%,1%,2%,i
CS(=O)(=O)c1ccc(Cl)c(NC(=O)COC(=O)CCN2C(=O)C3CC=CCC3C2=O)c1 (stereo unspecified),3%,-3%,2%,/,12,3%,-8%,9%,?
COc1cc(/C=C2/C(=O)NN(c3cccc(C)c3)C2=O)cc([N+](=O)[O-])c1O,?,-9%,-3%,/,-14,-4%,1%,-4%,i
COc1cccc(Nc2nc(C(N)Cc3ccc(Cl)cc3)cs2)n1 (stereo unspecified),/,-73%,23µM*,25µM*,-67*,0%,/,16µM*,32µM*
O=C(CC1C(=O)NCCN1C/C=C/c1ccccc1)NCCCC1CCCC1 (stereo unspecified),6%,-18%,4%,1%,-13,7%,3%,-3%,i

# Laid out differently: two of the compounds above
SMILES	MCF10A rerep	HepG2 viability	HT1080-NT tox	ATXN2 expr inh	IL-1B inflam inh	KB-3-1 cytotox	SW480 rerep	HT1080 IDH1KD tx	S2 tox
Cc1ccccc1NC(=O)c1c(NC(=O)c2ccncc2)sc2c1CCC(C(C)(C)C)C2 (stereo unspecified)	/	-34%	/	-1%	/	-14%	/	/	i
O=C(N/N=C/c1cccnc1)C1CCCN(S(=O)(=O)c2ccccc2)C1 (stereo unspecified)	-3%	0%	9%	-7%	13	5%	-6%	8%	i

# (next part)
SMILES,MCF10A rerep,HepG2 viability,HT1080-NT tox,ATXN2 expr inh,IL-1B inflam inh,KB-3-1 cytotox,SW480 rerep,HT1080 IDH1KD tx,S2 tox
CCOC(=O)c1cnc(-n2nc(C)cc2C)nc1Nc1ccc(C)cc1,6%,4%,7%,1%,0,14%,-7%,2%,?
CC(C)CCNC(=O)CCc1nnc2ccc(N3CCC(C)CC3)nn12,-3%,-16%,2%,/,-17,14%,-12%,0%,?
CCc1nnc(NC(=O)c2ccc(S(=O)(=O)N3CCCc4ccccc43)cc2)o1,9.2µM*,4%,?,?,56,-27%,16µM*,7.1µM*,?
Cn1c(NCc2cccc(Br)c2)nc2ccccc21,?,-27%,?,-9%,?,8%,8%,?,i
CC(=O)c1cccc(N(CC(=O)Nc2ccc(S(=O)(=O)N3CCCC3)cc2)S(C)(=O)=O)c1,-8%,-2%,0%,-6%,-8,/,-6%,-12%,?
CCOC(=O)c1sc(NC(=O)c2cccnc2)nc1C,23%,3%,3%,27%,18,19%,0%,4%,i
COCCNC(=O)C1Nc2ccc(OC(F)(F)F)cc2C2C=CCC12 (stereo unspecified),-10%,-14%,4%,-3%,25,-7%,-3%[9.22 µM],6%,i
O=C1Cc2cc(S(=O)(=O)NCc3ccc(F)cc3)ccc2N1,2%,-2%,2%,0%,3,14%,0%,3%,i
CC(=O)Nc1ccc(NC(=O)c2ccccc2C)cc1,-7%,-9%,2%,8%,0,-6%,-7%,11%,i
CCCc1nc2ccccc2c(C(=O)OCC(=O)Nc2ccc(S(=O)(=O)N3CCOCC3)cc2)c1CC,?,-4%,?,?,-67*,?,21µM*,10µM*,?
COc1ccc(NC(=O)Nc2nccs2)cc1,?,-25%,?,22%,11,?,12µM*,?,i
CC(C)c1ccccc1NC(=O)CC1(CC(=O)O)CCCC1,-5%,-2%,1%,1%,25,-2%,-66%[inhibitor],-8%,i
CSCC[C@H](NC(=O)OC(C)(C)C)c1nnc(SCC(=O)Nc2c(C)cccc2C)o1,-5%,3%,15%,5%,9,-19%,-4%,11%,i
O=C(CCn1cnnn1)Nc1ccc(F)cc1,2%,4%&-3%,8%,20%,-6,26%,-5%,5%,i
CN(CCc1ccccn1)C(=O)c1ccc(OC2CCN(CCc3ccccc3)CC2)cc1,6%,-14%,-4%,7%,-12,-14%,1%,-3%,i
O=C(COc1ccccc1[N+](=O)[O-])N(C1CCCCC1)C1CCS(=O)(=O)C1 (stereo unspecified),?,-3%,9%,2%,4,1%,?,5%,i
CC(Sc1ccsc1[N+](=O)[O-])C(=O)NCCc1ccc(Cl)cc1 (stereo unspecified),?,-5%,-3%,-4%,?,?,?,-5%,i
O=C(NNc1nc2cc3c(cc2s1)OCO3)c1cccc(F)c1,7%,-30%,1%,8%,10,?,?,-16%,i
COc1ccc(NC(=O)CN(C)C(=O)/C=C/c2cn(Cc3ccccc3)nc2-c2cccnc2)cc1,1%,-19%,2%,-3%,-14,38%,5%,3%,i
CCCCn1nnc(NC(=S)NC(=O)c2cccs2)n1,-5%,-27%,-2%,25%,0,14%,18µM*,0%,i
O=C(Oc1ccccc1)c1ccccc1,-15%,-19%,2%,-1%,-9,0%,-6%,-3%,i
Cc1cc(C(=O)N/N=C/C=C/c2ccccc2)c(C)o1,2%,-25%,2%,0%,-24,?,-4%,0%,i
c1ccc2c(c1)C(=Nn1cnnc1)c1ccccc1-2,4%,-19%,-17%,3%,?,-14%,8%,-19%,i
O=S(=O)(c1cccc(-c2cn3ccccc3n2)c1)N1CCCC1,4%,-25%,-3%,-19%,6,-13%,9%,-6%,i
CCCCCN(C(=O)CCC(=O)OCc1cccc(F)c1)c1c(N)n(CCCC)c(=O)[nH]c1=O,-1%,-1%,1%,5%,-15,11%,6%,-2%,i
